FH mod – Identification of activators of human fumarate hydratase by quantitative high-throughput screening; Potency, µM (titrated, usually from 79.9 µM), without a hit: at the highest dose activity change, negative = inhibition, hits mostly inhibitors; Fumarate hydratase, mitochondrial (Homo sapiens), P07954; hit rate 0.22% among 54,000; FH coupled MDH/diaphorase resazurin fluorescence, 15 min; note: the screen sought activators but most active calls are inhibition curves; nearly all actives have a fitted effect of over 45% in size
Target sequence (P07954 whole entry, looked up): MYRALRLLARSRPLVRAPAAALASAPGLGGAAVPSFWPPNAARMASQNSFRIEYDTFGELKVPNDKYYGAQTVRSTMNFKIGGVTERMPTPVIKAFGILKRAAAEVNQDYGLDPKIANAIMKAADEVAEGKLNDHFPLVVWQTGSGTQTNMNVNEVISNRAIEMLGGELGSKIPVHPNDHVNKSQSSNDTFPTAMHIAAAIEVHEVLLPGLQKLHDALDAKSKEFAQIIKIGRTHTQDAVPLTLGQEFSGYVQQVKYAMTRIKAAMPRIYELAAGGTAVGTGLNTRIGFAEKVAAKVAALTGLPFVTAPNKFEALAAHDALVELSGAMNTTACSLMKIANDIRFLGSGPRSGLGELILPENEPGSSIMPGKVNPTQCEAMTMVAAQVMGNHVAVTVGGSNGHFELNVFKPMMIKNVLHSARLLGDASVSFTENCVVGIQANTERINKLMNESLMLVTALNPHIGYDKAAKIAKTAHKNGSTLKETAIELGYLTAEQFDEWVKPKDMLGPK
NTMT1 inhibitor – NTMT1 methyltransferase inhibition; NTMT1 MTase-Glo SAH luminescence, purified enzyme; Potency, µM (series often up to 114 µM), without a hit: at the top dose activity change, negative = inhibition, most hits filed as inhibitors; hit rate 2.5% among 59,000; AID 1645870;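 note: plate controls were DMSO vehicle for no effect and no enzyme for full effect; nearly all actives have a fitted effect of over 65% in size; many of its hits are not listed in these tables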
Target sequence (Q9BV86 whole entry, looked up): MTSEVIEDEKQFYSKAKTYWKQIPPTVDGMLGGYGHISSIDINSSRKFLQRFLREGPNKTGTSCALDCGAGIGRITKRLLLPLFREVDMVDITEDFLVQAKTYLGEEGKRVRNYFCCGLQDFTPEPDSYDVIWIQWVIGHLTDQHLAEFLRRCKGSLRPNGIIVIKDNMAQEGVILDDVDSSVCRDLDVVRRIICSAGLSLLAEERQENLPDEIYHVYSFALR
Starred values were filed as active, the others as inactive; ? = inconclusive; & = joins results of further samples; ! = repeats disagree; [ ] = dose if it differs, or a comment. Calls come from the whole dose curve; as a rule, active = well fitted curve in the direction sought with a large enough effect; inconclusive = small, poorly fitted or top-dose-only effect, or another doubt; inactive = no such curve, though single readings can be large; an effect the other way counts as inactive or inconclusive. Unless noted, % is set by controls: 0 for no effect and ±100 for the full control effect; potency is the fitted concentration of half-maximal effect. Not all compounds are listed. The share of hits here may be higher or lower than overall.

Structure,FH mod,NTMT1 inhibitor
C=C[C@]1(C)C[C@H](O)[C@@H]2[C@H](OC(=O)[C@@H]2C)C1/C(C)=C/O[C@@H]1O[C@H](CO)[C@@H](O)[C@H](O)[C@H]1O (stereo partly specified),6.0%[53.3 µM],8.1%[29.8 µM]
CC(=O)NCc1c(I)c(NC(C)=O)c(I)c(C(=O)O)c1I,0.0%[53.3 µM],?
CN(C)CC(c1ccc(O)cc1)C1(O)CCCCC1 (stereo unspecified),-5.9%,1.8%[57.5 µM]
OC[C@H]1OC(O)C[C@@H](O)[C@H]1O (stereo partly specified),-4.9%[53.3 µM],12.3%[57.5 µM]
Cc1cc(O)c2c(O)c3c(O)cccc3cc2c1,-13.0%[53.3 µM],-22.8%[57.5 µM]
COCC1OC(n2cnc3c(=O)[nH]cnc32)C(O)C1O (stereo unspecified),5.0%,5.3%[57.5 µM]
COc1cc2c(cc1OC)N1C(=O)C[C@]34C=CCN5CC[C@@H]2[C@@H](CC3)[C@]514,17.5%[53.3 µM],34.4%[activator][29.8 µM]
CCCCC1(COC(=O)CCC(=O)O)C(=O)N(c2ccccc2)N(c2ccccc2)C1=O,-11.0%[53.3 µM],17.9%[57.5 µM]

Single records, from the list above. Order of values: FH mod	NTMT1 inhibitor
Shown for `CCCCC1(COC(=O)CCC(=O)O)C(=O)N(c2ccccc2)N(c2ccccc2)C1=O` = -11.0%[53.3 µM]	17.9%[57.5 µM]
Shown for `COc1cc2c(cc1OC)N1C(=O)C[C@]34C=CCN5CC[C@@H]2[C@@H](CC3)[C@]514` = 17.5%[53.3 µM]	34.4%[activator][29.8 µM]

The list goes on:
Structure,FH mod,NTMT1 inhibitor
C=CC(C)(C)c1[nH]c2ccccc2c1C[C@@H]1NC(=O)[C@H](Cc2c[nH]c3ccccc23)NC1=O,-2.5%[53.3 µM],16.8%[29.8 µM]
Cc1cccc(CN2CCN(C(c3ccccc3)c3ccc(Cl)cc3)CC2)c1 (stereo unspecified),1.2%&-6.6%[53.3 µM],31.6µM*!
CC1=C(CC(=O)O)c2cc(F)ccc2C1=Cc1ccc(S(C)=O)cc1 (stereo unspecified),6.5%[53.3 µM],-9.1%[57.5 µM]
NC(=O)Cc1cccc(C(=O)c2ccccc2)c1N,-9.8%&7.1%[53.3 µM],31.9%&18.0%[activator][57.5 µM]
COc1cc(O)c2c(c1)C(=O)c1cc(C)cc(O)c1C2=O,5.0%[20.6 µM],-13.8%[29.8 µM]
COc1cc(C)c(C=CC(C)=CC=CC(C)=CC(=O)O)c(C)c1C,-21.8%[53.3 µM],?
Cc1c(CCOc2ccc(C(=O)O)cc2)c2cc(Cl)ccc2n1C(c1ccccc1)c1ccccc1,-1.8%[53.3 µM],?
CN(C)S(=O)(=O)c1ccc(NC(=S)N2CCC(C(O)(c3ccccc3)c3ccccc3)CC2)cc1,-15.5%,8.8%[57.5 µM]

(listing goes on)
Structure,FH mod,NTMT1 inhibitor
C1CCN2C[C@@H]3C[C@@H](CN4CCCC[C@@H]34)[C@H]2C1,7.8%[53.3 µM],?
C[C@@H]1O[C@@H](O[C@H]2[C@@H]3C=CO[C@@H](O[C@@H]4O[C@H](CO)[C@@H](O)[C@H](O)[C@H]4O)[C@@H]3[C@@]3(CO)O[C@@H]23)[C@H](O)[C@H](O)[C@H]1OC(=O)/C=C/c1ccc(O)cc1,5.2%[20.6 µM],2.8%[12.6 µM]
CC(C)C[C@@H](C(=O)N[C@@H](Cc1ccc(OCc2ccccc2)cc1)C(=O)NC(C)(C)C)N(C)Cc1ccc(C(C)(C)C)cc1,0.9%,3.2%[57.5 µM]
O=c1[nH]cnc2c1ncn2[C@H]1CC[C@@H](CO)O1,-1.8%,3.8%&38.0%[57.5 µM]
NC(=O)[C@@H](CCC(F)(F)F)N(Cc1ccc(-c2ncon2)cc1F)S(=O)(=O)c1ccc(Cl)cc1,-2.5%[53.3 µM],1.2%
Oc1ccccc1,-6.7%[53.3 µM],-14.0%[57.5 µM]
CCCCCCCCCCCCCC(=O)N[C@H](CO)[C@H](O)c1ccc([N+](=O)[O-])cc1,-22.9%[53.3 µM],-12.5%
CC(C)N(CCCCOCC(=O)NS(C)(=O)=O)c1cnc(-c2ccccc2)c(-c2ccccc2)n1,-8.4%,-8.5%[57.5 µM]

The results go on.
Structure,FH mod,NTMT1 inhibitor
O=C(/C=C/c1ccc(O)c(O)c1)O[C@H]1[C@@H]2C=CO[C@@H](O[C@@H]3O[C@H](CO)[C@@H](O)[C@H](O)[C@H]3O)[C@@H]2[C@@]2(CO)O[C@@H]12,1.0%[53.3 µM],-1.1%[29.8 µM]
CC1C(OC(=O)c2ccccc2)C(O)C2C(C(=O)O)=COC(OC3OC(CO)C(O)C(O)C3O)C12 (stereo unspecified),3.7%[53.3 µM],3.6%[29.8 µM]
C[C@H](Nc1cc2c(-c3ccc4c(c3)OCO4)noc2cn1)c1ccccc1,1.8%,-1.1%[57.5 µM]
CN1C(=O)c2ccccc2C1=O,9.2%,19.1%
CC(C)CC(=O)OC[C@H]1O[C@@](COC(=O)CC(C)C)(O[C@H]2O[C@H](CO)[C@@H](O)[C@H](O)[C@H]2O)[C@@H](OC(=O)CC(C)C)[C@@H]1OC(=O)CC(C)C,-3.0%[20.6 µM],-0.9%[12.6 µM]
CCC[C@@H]1C[C@@H](C(=O)N[C@@H]([C@H]2O[C@H](SC)[C@H](OP(=O)(O)O)[C@@H](O)[C@H]2O)[C@H](C)Cl)N(C)C1,2.2%[53.3 µM],-0.6%[29.8 µM]
CC1(C)CC[C@]2(C(=O)O)CC[C@]3(C)C(=CCC4[C@@]5(C)C[C@@H](O)[C@H](O)C(C)(C)C5CC[C@]43C)[C@@H]2[C@@H]1O (stereo partly specified),3.8%[53.3 µM],1.3%[29.8 µM]
C[C@@H](NC(=O)[C@H](O)c1cc(F)cc(F)c1)C(=O)N[C@@H]1C(=O)N(C)c2ccccc2-c2ccccc21,-16.1%,-0.1%[57.5 µM]

Following part.
Structure,FH mod,NTMT1 inhibitor
CCCCCCCCc1ccc(CCC(N)(CO)CO)cc1,6.6%,44.7µM*!
CC(C)(C)CC(C)(C)c1ccc(OCCOCC[N+](C)(C)Cc2ccccc2)cc1,-1.6%,?
Nc1ncnc2c1ncn2[C@H]1CCCO1,-1.4%,3.3%[57.5 µM]
COC(=O)CC(O)CC(O)/C=C/c1c(C)ccc2c1C(OC(C)=O)CC(C)C2 (stereo unspecified),1.6%[53.3 µM],-6.8%[29.8 µM]
COC(=O)CCc1cc2ccoc2c(OC)c1O[C@@H]1O[C@H](CO)[C@@H](O)[C@H](O)[C@H]1O,5.6%[53.3 µM],5.1%[29.8 µM]
COC1/C=C/C(C)(O)C(SCC(N)C(=O)O)CC(=O)OC(C)C(C)CC/C=C/1C (stereo unspecified),10.4%[53.3 µM],-1.9%[29.8 µM]
C=C1C[C@]23C[C@H]1CC[C@H]2[C@@]12CC[C@H](O)[C@@](C)(C(=O)O1)[C@H]2[C@@H]3C(=O)O,0.0%[53.3 µM],-8.5%[29.8 µM]
CC1(C)CCC2(C(=O)OC3OC(COC4OC(CO)C(O)C(O)C4O)C(O)C(O)C3O)CCC3(C)C(=CCC4C5(C)CCC(O)C(C)(C(=O)O)C5CCC43C)C2C1O (stereo unspecified),-1.8%[20.6 µM],-13.2%[12.6 µM]

The list goes on:
Structure,FH mod,NTMT1 inhibitor
CCOC(=O)NNc1ccc(N(CC)CC(C)O)nn1 (stereo unspecified),-8.4%[53.3 µM],28.2µM*
Oc1cc(O)cc(C=Cc2ccc(O)c(O)c2)c1,?,?
Cc1cc(C)nc(NS(=O)(=O)c2ccc(NC(=S)NC(=O)COc3ccc(Br)cc3Cl)cc2)n1,-8.8%,5.1%[57.5 µM]
NCCOCCOCCNC(=O)Cc1ccc(Nc2nc(NCc3ccc(F)cc3)nc(NCC3CCCCC3)n2)cc1,-2.5%,?
CC1(C)OC[C@H](NC(=O)Nc2ccc(Br)cc2Br)[C@H](c2ccccc2)O1,-3.9%,20.5%[57.5 µM]
CC(=O)O[C@@H]1CC2C(C)(C)C(=O)C=C[C@]2(C)C2CC[C@]3(C)C(=CC(=O)[C@@H]3c3ccoc3)[C@@]21C (stereo partly specified),8.3%[53.3 µM],-0.9%[29.8 µM]
COc1ccc(CCc2nc3cc(-c4c(C)noc4C)ccc3n2C[C@H](C)N2CCOCC2)cc1Cl,-2.0%,-0.3%[57.5 µM]
CC(=O)/C=C/C=C1/C2CCC(C2)C1(C)C (stereo unspecified),-19.4%[53.3 µM],-23.9%[57.5 µM]

The results go on:
Structure,FH mod,NTMT1 inhibitor
CCCCC1CCC(c2nc(-c3ccncc3)no2)CC1 (stereo unspecified),0.3%,-0.9%[57.5 µM]
C#CC1(O)CC[C@H]2[C@@H]3CCC4=CCCC[C@@H]4[C@H]3CC[C@@]21C (stereo partly specified),-16.6%[53.3 µM],-8.5%[57.5 µM]
CCCCc1nc2cc(C=CC(=O)NO)ccc2n1CCN(CC)CC,-3.5%[53.3 µM],30.6%[57.5 µM]
CC1(C)CC[C@]2(C(=O)O[C@@H]3O[C@H](CO)[C@@H](O)[C@H](O)[C@H]3O)CC[C@]3(C)C(=CCC4[C@@]5(C)C[C@@H](O)[C@H](O)C(C)(C)C5[C@H](O)C[C@]43C)[C@@H]2[C@@H]1O (stereo partly specified),-0.2%[20.6 µM],-3.4%[12.6 µM]
CC(C)[C@@H](C)/C=C/[C@@H](C)[C@H]1CC[C@H]2C3=CC=C4C[C@@H](O)CC[C@]4(C)[C@H]3CC[C@]12C,1.0%[53.3 µM],6.2%[29.8 µM]
COc1ccccc1N1CCN(CC(O)COc2cc(OC)c(OC)c(OC)c2)CC1 (stereo unspecified),0.0%[53.3 µM],2.7%[57.5 µM]
COc1c2ccoc2cc2oc(CO[C@@H]3O[C@H](CO)[C@@H](O)[C@H](O)[C@H]3O)cc(=O)c12,-2.3%[53.3 µM],16.4%[29.8 µM]
O=C1c2ccccc2-c2nc3nnnn3nc21 (tested in a mixture with another compound),0.891µM*,?

Next records follow:
Structure,FH mod,NTMT1 inhibitor
O=C1NC(=O)c2cc(Nc3ccccc3)c(Nc3ccccc3)cc21,-4.9%,-3.7%
C=C1C(=O)OC2CC(C)=C(C(C)CCCO[C@@H]3O[C@H](CO)[C@@H](O)[C@H](O)[C@H]3O)C(O)C12 (stereo partly specified),-1.1%[53.3 µM],10.4%[29.8 µM]
CC(=O)O[C@H]1C[C@@H]2[C@]3(CC[C@]4(C)[C@@H](C5(C)CCC(C(C)(C)O)O5)[C@@H](O)C[C@@]24C)C[C@@]32CC[C@H](O[C@@H]3OC[C@@H](O)[C@H](O)[C@H]3O)C(C)(C)[C@H]12 (stereo partly specified),-14.3%[20.6 µM],20.0%[12.6 µM]
Cc1onc(-c2c(F)cccc2Cl)c1C(=O)N[C@@H]1C(=O)N2[C@@H]1SC(C)(C)[C@@H]2C(=O)O,6.1%,0.5%[57.5 µM]
Cn1cc(C[C@@H](N)C(=O)O)c2ccccc21,13.3%[20.6 µM],13.3%&21.8%[29.8 µM]
C=C(C(=O)O)[C@H]1C[C@]2(C)[C@@H](O)CC[C@]23O[C@H]1C[C@@H]3C,1.1%,7.8%[57.5 µM]
C=C1C(=C/C=C2\CCC[C@]3(C)[C@@H]([C@H](C)/C=C/[C@@H](O)C4CC4)CC[C@@H]23)C[C@@H](O)C[C@@H]1O,-19.3%[53.3 µM],-6.9%[57.5 µM]
COc1ccc([C@@H]2OC[C@H]3[C@@H]2CO[C@@H]3c2ccc(OC3OC(CO)C(O)C(O)C3O)c(OC)c2)cc1OC (stereo partly specified),5.4%[53.3 µM],-3.8%[29.8 µM]

More compounds
Structure,FH mod,NTMT1 inhibitor
C#C[C@]1(O)CC[C@H]2[C@@H]3CCC4=C/C(=N/O)CC[C@@H]4[C@H]3CC[C@@]21CC,5.7%,?
CC(CN1c2ccccc2Sc2ccccc21)N(C)C (stereo unspecified),?,?
Nc1nonc1C(=Nc1ccc(F)c(Cl)c1)NO,-3.5%,10.7%[57.5 µM]
N#CN1CCC[C@@H](n2nc(-c3ccc(Oc4ccc(F)cc4F)cc3)c(C(N)=O)c2N)C1,-2.6%,8.2%[57.5 µM]
CN(N=O)C(=O)N[C@H]1C(O)OC(CO)[C@@H](O)[C@H]1O (stereo partly specified),8.5%[53.3 µM],-8.0%[57.5 µM]
C/C=C1\[C@H](O[C@@H]2O[C@H](CO)[C@@H](O)[C@H](O)[C@H]2O)OC=C2C(=O)OCCc3ccc(O)c(c3)Oc3ccc(cc3)CCOC(=O)C[C@H]21,-9.7%[20.6 µM],12.2%[12.6 µM]
Cc1noc(C)c1-c1cc(O)cc(C(O)c2ccccc2)c1 (stereo unspecified),4.6%,0.7%[57.5 µM]
Cn1cc(-c2cnn3c(N)c(Br)c([C@H]4CCCNC4)nc23)cn1,-12.0%[53.3 µM],-13.1%[57.5 µM]
CC(=O)O[C@@H]1[C@@H](OC(=O)/C=C/c2ccccc2)[C@@H](OC(C)=O)[C@H](O[C@H]2[C@@H]3C=CO[C@@H](O[C@@H]4O[C@H](CO)[C@@H](O)[C@H](O)[C@H]4O)[C@@H]3[C@@]3(CO)O[C@@H]23)O[C@H]1C,3.6%[20.6 µM],-9.4%[12.6 µM]
Cc1cn([C@H]2C[C@H](N=[N+]=[N-])[C@@H](CO)O2)c(=O)[nH]c1=O,3.9%&-5.0%[53.3 µM],7.9%&16.8%[57.5 µM]
CC1=C2C[C@@]3(C)C(CCC[C@@H]3C)C(O)C2(O)OC1=O (stereo partly specified),6.1%,-8.4%[57.5 µM]
